Source: PubChem BioAssay (National Center for Advancing Translational Sciences (NCATS))
IL2 activator = activators of IL-2; IL-2 activation reporter assay, cell-based qHTS; stimulated with anti-CD3/CD4/CD28 beads; in transgenic mouse T cells; 360,000 tested, 0.065% active; activation, % (series mostly up to about 46 µM); AID 652025; in the data active = activation above about 50%; inconclusive = mostly about 30% to 49%; also: 0% is about no effect
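Unstimulated transgenic mouse T cells, 750 per well, received compound and, after 60 minutes, anti-CD3/anti-CD4 bead plus anti-CD28 stimulation. EGFP and DsRed were quantified after 18 hours.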
PLK1 PBD block = PLK1 (human) polo-box domain binding inhibition; Plk1 PBD binding of FITC phosphopeptide, fluorescence polarization; Potency, µM, for the others: max response, negative = inhibition, actives largely listed as inhibitors; P53350; 360,000 tested, 2.8% active; AID 720504; also: potency is read from the fitted curve at half-maximal effect; series mostly up to about 57 µM; % is scaled to controls: 0 for no effect and ±100 for the full control effect; nearly all actives have a fitted effect of over 65% in size
GLP-1R inv ag = GLP-1 receptor (human) inverse agonism | P43220 | HEK293 GLP-1R CRE-luciferase, luminescence, 24 h; GLP-1R form is constitutively active | Potency, µM (top dose mostly 38.3 µM), inactives show at the highest dose activity change, negative = inhibition, hits mostly inhibitors | 410,000 tested, 1.6% active | AID 624417; also: potency is read from the fitted curve at half-maximal effect; % is scaled to controls: 0 for no effect and ±100 for the full control effect; nearly all actives have a fitted effect of over 55% in size
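Assay principle: reduced luminescence from a cAMP-responsive reporter in HEK293 cells co-expressing a constitutively active GLP-1R. Conditions: 24 hr compound incubation, 37 deg C, 5% CO2.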
DRD3 antagonist = blocks the human D3 dopamine receptor; 360,000 tested, 2.5% active; P35462; D3R cells, DiscoveRx beta-arrestin luminescence, antagonist mode; stronger effect = lower value; max response, negative = inhibition, %; in the data active = max response below about -50%; inconclusive = no clear call, values can overlap the other calls; also: % is scaled to controls: 0 for no effect and ±100 for the full control effect; mostly tested at two doses, the higher about 12 µM
Target sequence (P35462 whole entry, looked up): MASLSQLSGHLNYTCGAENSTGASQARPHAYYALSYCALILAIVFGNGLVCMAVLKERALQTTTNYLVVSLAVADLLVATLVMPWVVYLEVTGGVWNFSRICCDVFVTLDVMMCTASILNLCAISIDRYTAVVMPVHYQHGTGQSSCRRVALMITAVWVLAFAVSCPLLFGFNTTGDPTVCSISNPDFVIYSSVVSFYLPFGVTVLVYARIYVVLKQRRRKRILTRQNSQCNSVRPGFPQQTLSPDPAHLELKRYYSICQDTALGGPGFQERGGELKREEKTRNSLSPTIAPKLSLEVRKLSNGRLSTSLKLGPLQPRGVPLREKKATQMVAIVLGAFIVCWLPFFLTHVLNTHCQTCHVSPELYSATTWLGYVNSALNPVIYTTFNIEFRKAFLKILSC
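Cells expressing the human receptor were seeded at 1500 cells/well, incubated overnight at 37 degrees C in 5% CO2, then exposed to library compounds with dopamine controls for 90 minutes at 37 degrees C before luminescent detection.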
WRN helicase inh = inhibitors of human WRN helicase; Q14191; Potency, µM (doses to about 114 µM), without a hit: at the top dose activity change, negative = inhibition, actives largely listed as inhibitors; 360,000 tested, 0.46% active; WRN helicase unwinding, fluorescent forked duplex, kinetic; also: potency is read from the fitted curve at half-maximal effect; % is scaled to controls: 0 for no effect and ±100 for the full control effect; nearly all actives have a fitted effect of over 55% in size
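Fluorescence dequenching readout, ex 525 nm/em 598 nm, kinetic mode: forked duplex DNA (100 nM final) with adjacent fluorophore and quencher unwound by WRN (20 nM final) with 2 mM ATP. Compound preincubation 15 min, room temperature.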
GLP1R ag = agonists of human GLP-1 receptor; P43220; HEK293 GLP-1R CRE-luciferase, luminescence, 4-6 h; cells express a hypersensitive GLP-1R form; Potency, µM (doses to about 45.6 µM), for inactives: at the top dose activation, usual class: activators; 380,000 tested, 0.007% active; AID 624172; also: potency is read from the fitted curve at half-maximal effect; % of control where 0% means no effect
DRD3 agonist = activates the human D3 dopamine receptor; P35462; D3R DiscoveRx beta-arrestin cells, luminescence, 90 min; max activation, %; 410,000 tested, 0.58% active; AID 652048; in the data active = max activation above about 30%; also: 0% is about no effect; mostly tested at two doses, the higher about 12 µM
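Agonist mode: compounds and dopamine controls were applied to plated cells for 90 min at 37 degrees C after an overnight attachment at 1500 cells/well. Luminescent read-out followed 30 - 60 minutes at room temperature with DiscoveRx detection reagent.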
HEK293 tox = cytotoxicity counter-screen for GLP-1 receptor inverse agonists; HEK293 cAMP-luciferase reporter cells, luminescence, 24 h; AID 624418; 410,000 tested, 0.13% active; Potency, µM (series often up to 38.3 µM), without a hit: top-dose activity change, negative = inhibition, actives largely listed as inhibitors;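 also: loss of luciferase light is scored as toxicity; potency is read from the fitted curve at half-maximal effect; % is scaled to controls: 0 for no effect and ±100 for the full control effect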
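To flag toxic compounds, the library was rerun on cells for 24 hr at 37 deg C and 5% CO2. Viability-linked luminescence was captured 12 min after adding luciferase detection reagent.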
PI5P4Ka inh = blocks human PI5P4K alpha kinase activity; max response, %; P48426; 330,000 tested, 1.2% active; PI5P4Kalpha enzyme, ADP-Glo luminescence, 60 min; stronger effect = lower value; active = max response of -50% or lower; inconclusive = between -30% and -50%; inactive = -30% or higher; also: value at the top dose of about 77 µM; % is scaled to controls: 0 for no effect and ±100 for the full control effect
Target sequence (P48426 whole entry, looked up): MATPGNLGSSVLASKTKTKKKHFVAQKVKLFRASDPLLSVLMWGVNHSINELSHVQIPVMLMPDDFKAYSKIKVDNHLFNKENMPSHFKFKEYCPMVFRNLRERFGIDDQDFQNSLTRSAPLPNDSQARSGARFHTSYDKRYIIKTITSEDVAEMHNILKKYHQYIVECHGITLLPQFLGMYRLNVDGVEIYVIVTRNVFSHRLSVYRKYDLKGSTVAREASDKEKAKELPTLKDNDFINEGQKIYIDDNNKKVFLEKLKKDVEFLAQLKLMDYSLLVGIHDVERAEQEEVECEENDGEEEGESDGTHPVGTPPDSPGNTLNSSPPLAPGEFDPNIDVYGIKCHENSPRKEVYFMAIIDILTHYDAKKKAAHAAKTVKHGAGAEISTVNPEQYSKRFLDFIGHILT
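Luminescence from ADP-Glo served as readout of PI5P4Kalpha activity in a qHTS format. Reaction: enzyme, substrate, compound, ATP at 5 microM final, 60 min at RT.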
Starred values were filed as active, the others as inactive; ? = inconclusive; / = no result given; & = joins results of further samples; [ ] = remark or other dose. Unless noted, calls follow the shape of the dose curve; as a rule, active = well fitted curve in the direction sought with a large enough effect; inconclusive = small, poorly fitted or top-dose-only effect, or another doubt; inactive = no such curve, though single readings can be large; an effect the other way counts as inactive or inconclusive.

The first 2 compounds, to show the layout:
SMILES	IL2 activator	PLK1 PBD block	GLP-1R inv ag	DRD3 antagonist	WRN helicase inh	GLP1R ag	DRD3 agonist	HEK293 tox	PI5P4Ka inh
CCOC(=O)c1nn(-c2ccc(OC)cc2)c(=O)c2c(N)scc12	-1.4	?	3%	21	-13%	-1%	-2	-14%	/
CCCCn1c(N)c(N(CC(C)C)C(=O)c2cccc(-n3cnnn3)c2)c(=O)[nH]c1=O	-6.5	-5%	13%	-6	-10%	8%	-21	-4%	0

This part in full, from the first entry:
SMILES	IL2 activator	PLK1 PBD block	GLP-1R inv ag	DRD3 antagonist	WRN helicase inh	GLP1R ag	DRD3 agonist	HEK293 tox	PI5P4Ka inh
CCOC(=O)c1nn(-c2ccc(OC)cc2)c(=O)c2c(N)scc12	-1.4	?	3%	21	-13%	-1%	-2	-14%	/
CCCCn1c(N)c(N(CC(C)C)C(=O)c2cccc(-n3cnnn3)c2)c(=O)[nH]c1=O	-6.5	-5%	13%	-6	-10%	8%	-21	-4%	0
COC(=O)c1ccccc1NC(=O)C1CCCN(S(C)(=O)=O)C1 (stereo not drawn)	-0.3	-7%	0%	14	-2%	4%	7	-1%	/
Cc1nn(C(C)C(=O)NCc2cccs2)c(C)c1[N+](=O)[O-] (stereo not drawn)	1.4	-10%	11%	3	0%	-2%	2	9%	3
C[C@H](CO)N1C[C@H](C)[C@@H](CN(C)CC2CCCCC2)Oc2c(NS(=O)(=O)c3cccs3)cccc2C1=O	1.4	0%	13%	-20	0%	0%	15	9%	0
COc1cccc(NC(=O)CN2CCC(C)CC2)c1	-0.5	-6%	0%	-25	1%	5%	-6	-2%	0
CC(C)c1nc2sc3c(NCc4ccco4)ncnc3c2c2c1COC(C)(C)C2	-0.5	0%	?	7	-9%	22%	3	0%	-4
COC(=O)c1[nH]c2cccc(Cl)c2c1NC(=O)CN1CCN(CCO)CC1	0.6	-1%	-19%	15	2%	-1%	-3	-3%	/
CS(=O)(=O)N(CC(=O)Nc1ccccc1C(=O)N1CCOCC1)c1ccccc1	-3.4	-8%	-5%	-5	-18%	5%	-3	16%	11
COCCn1c(C)cc(C(=O)COC(=O)C2CC(=O)N(CCc3ccc(OC)c(OC)c3)C2)c1C (stereo not drawn)	4.9	-7%	11%	9	?	31%	-4	13%	1
COc1cc(OC)c2c3c(c(C4CCCCC4)nc2c1)CCCC3	1.3	-12%	18%	15	1%	3%	3	4%	-1
CSc1ccccc1NC(=O)CN(C1CCCCC1)S(C)(=O)=O	-1.6	-7%	3%	-20	4%	-11%	-3	12%	0
CCOc1cc(N2CCOCC2)c(OCC)cc1NC(=O)COc1ncnc2ccccc12	-2.7	-4%	1%	-10	9%	2%	18	-8%	/
O=C(Nc1nc(-c2ccc(F)c(F)c2)cs1)C1=COCCO1	-0.7	-5%	21%	-1	-2%	-4%	-2	5%	3
Cc1ccc(NC(=S)NCc2ccccc2)c(C)c1	0.9	-16%	?	-8	-25%	11%	-9	?	7
COc1cc(C(=O)N/N=C(\c2ccccc2)c2ccccn2)cc(OC)c1OC	0.9	-12%	?	?	-1%	8%	-19	?	3
C[C@@H]1CN([C@H](C)CO)C(=O)CCCn2nncc2CO[C@@H]1CN(C)S(=O)(=O)c1ccc2ccccc2c1	-3.7	-2%	14%	-20	9%	7%	-13	-17%	-9
COc1ccc(CCNC(=O)c2cc(=O)c3ccc(C)cc3o2)cc1OC	-0.7	-16%	-3%&5%	14	4%	16%	2&0	-1%&0%	-11
CCCCn1c(N)c(N(CCOC)C(=O)c2cc(-c3ccccc3)nc3ccccc23)c(=O)[nH]c1=O	0.0	-11%	5%	-10	-19%	-8%	-7	-5%	7
COCCSc1ccccc1C(=O)N1CCN(c2ccccc2OC)CC1	-1.7	-20%	-9%	-3	1%	-7%	1	-3%	1
CCOC(=O)Cn1nc(C)n(-c2c(C)cccc2C)c1=O	0.2	2%	-1%	17	-3%	4%	2	-1%	5
Fc1ccc(-c2nc3ccc(Cl)cn3c2Cc2ccsc2)cc1	-0.2	-27%	-4%	12	-15%	-2%	4	-2%	-15
CCOc1ccc(NC(=O)C(C)Sc2nnnn2C)cc1 (stereo not drawn)	0.5	-5%	6%	-12	-5%	0%	-1	-9%	/
Cc1cccc(C(=Cc2ccc([N+](=O)[O-])cc2)C(=O)O)c1	-0.7	2%	11%	3	0%	-5%	5	0%	0
CCN(CC)Cc1c(O)ccc2occ(C(=O)c3ccc(OC)cc3)c12	-0.2	-6%	?	?	7%	-2%	7	0%	0

2 records drawn at random from those above:
SMILES	IL2 activator	PLK1 PBD block	GLP-1R inv ag	DRD3 antagonist	WRN helicase inh	GLP1R ag	DRD3 agonist	HEK293 tox	PI5P4Ka inh
CCOC(=O)Cn1nc(C)n(-c2c(C)cccc2C)c1=O	0.2	2%	-1%	17	-3%	4%	2	-1%	5
CCOc1cc(N2CCOCC2)c(OCC)cc1NC(=O)COc1ncnc2ccccc12	-2.7	-4%	1%	-10	9%	2%	18	-8%	/

Additional records
SMILES	IL2 activator	PLK1 PBD block	GLP-1R inv ag	DRD3 antagonist	WRN helicase inh	GLP1R ag	DRD3 agonist	HEK293 tox	PI5P4Ka inh
CC1(C)C2CCC1(CS(=O)(=O)N1CCCC1C(=O)O)C(=O)C2 (stereo not drawn)	0.2	-3%	14%	-12	-7%	-3%	-8	0%	-3
O=C(CSc1nc2ccccc2nc1N1CCCCC1)N1CCN(c2ccccc2)CC1	-4.0	-2%	?	0	-7%	0%	-2	-11%	8
COc1ccccc1N1C(=O)C2C3C=CC(C3)C2(C)C1=O (stereo not drawn)	-0.8	-4%	1%	17	-6%	-4%	3	1%	4
CCOC(=O)C1CCCN1C(=O)C1(NC(C)=O)CCCC1 (stereo not drawn)	-1.1	-5%	18%	-17	8%	0%	4	1%	1
CCOC(=O)c1c(NC(=O)CSc2nnc(-c3ccc(OC)cc3)o2)sc2c1CCC2	0.4	-9%	0%	34	-1%	-9%	2	-1%	3
CC1=C(C(=O)N2CCCCCC2)CC(CC(=O)NCCCN(C)C)C(=O)N1Cc1ccc(F)cc1 (stereo not drawn)	0.0	0%	30%	-8	-3%	-3%	2	-5%	3
COc1ccc(C(=O)NCCCOc2cccc(NC(C)=O)c2)cc1	-1.5	6%	10%	-1	-1%	7%	9	-18%	-1
CC(C)c1cc(C(=O)N2CCCC(C(=O)c3ccc4ccccc4c3)C2)on1 (stereo not drawn)	-3.3	-2%	?	10	-8%	22%	15	-16%	1
CC(=O)N1CCN(C(=O)c2ccc(Cl)c(S(=O)(=O)N3CCCCCC3)c2)CC1	-3.3	-10%	14%	-6	-25%	-9%	-5	16%	5
O=C(C(=O)N1CCN(c2ccc(F)cc2)CC1)N1CCCCC1	0.3	-23%	2%	-22	9%	8%	-18	6%	5
Cc1cc(NS(=O)(=O)c2ccc(NC(=S)NCc3ccccc3)cc2)no1	2.0	-13%	4%	3	-8%	7%	-2	3%	0
Cc1ccc([C@H]2C[C@@H](n3cc(-c4ccc(F)cc4)nn3)[C@H](O)CN2C(=O)c2cccs2)cc1	-1.1	1%	?	-14	3%	13%	-7	-7%	3
Cc1ccc(C)c(S(=O)(=O)N2CCN(C(=O)Cn3[nH]c(=O)c4ccccc4c3=O)CC2)c1	1.1	1%	19%	6	1%	13%	25	-1%	-5
Cc1cc(C)cc(Nc2nc3c(S(=O)(=O)c4ccccc4)nnn3c3ccccc23)c1	0.8	1%	15%	-13	-29%	-17%	4	1%	-1
CNC(=O)NC(=O)Cn1cnc2sc(-c3ccccc3)cc2c1=O	0.6	-11%	10%	-15	9%	7%	5	5%	0
Cc1cccc(NC(=O)c2nc[nH]c2C(=O)N[C@@H](Cc2ccccc2)C(=O)OCc2ccccc2)c1	-0.7	-2%	?	7	-4%	0%	19	-9%	29
CC(CNC(=O)c1ccc(OC2CCN(Cc3ccccn3)CC2)cc1)Oc1cccnc1 (stereo not drawn)	0.5	-4%	32%[activator]	-8	3%	-4%	1	-7%	-6
CC(C)c1nc2oc3c(N4CCN(C)CC4)ncnc3c2c2c1CCC2	2.6	-12%	0%	8	2%	-1%	-12	-2%	-1
CC(C)[C@H](NC(=O)N1CCn2c1nc1ccccc12)C(=O)NCc1ccc(F)cc1	-2.0	-4%	?	10	2%	-5%	-2	-9%	0
Cc1ccc(S(=O)(=O)/N=C(/NC(=S)Nc2c(C)n(C)n(-c3ccccc3)c2=O)c2ccccc2)cc1	2.1	-17%	-20%	-16	-1%	7%	4	0%	4
CC(=O)NC(CC(C)C)C(=O)NC(CO)C(=O)NC(CCC(=O)O)C(=O)NC(C)C(=O)NC(CC(C)C)C(N)=O (stereo not drawn)	3.0	-4%	5%	-8	8%	-4%	-35	0%	0
COC(=O)Nc1nc(Sc2ncc(C(F)(F)F)cc2Cl)n[nH]1	-0.1	-2%	17%	10	-1%	3%	25	-5%	0
O=C(CCc1ccc(S(=O)(=O)N2CCOCC2)cc1)N1CCCC1	0.5	-8%	5%	20	5%	-15%	-3	1%	/
